# Screens (PubChem)
# TRHR enhancer – qHTS for Small Molecule Agonists and Allosteric Enhancers of Human TRH Receptor: Primary Screen for Enhancers | enhancement, % at 2 µM | Thyrotropin-releasing hormone receptor (Homo sapiens), P34981 | TRHR cells, fluo-8 calcium fluorescence, EC20 TRH enhancement | 0.66% of 360,000 active; in the data active = enhancement above about 30%; note: 0% is about no effect
# Target sequence (P34981 whole entry, looked up): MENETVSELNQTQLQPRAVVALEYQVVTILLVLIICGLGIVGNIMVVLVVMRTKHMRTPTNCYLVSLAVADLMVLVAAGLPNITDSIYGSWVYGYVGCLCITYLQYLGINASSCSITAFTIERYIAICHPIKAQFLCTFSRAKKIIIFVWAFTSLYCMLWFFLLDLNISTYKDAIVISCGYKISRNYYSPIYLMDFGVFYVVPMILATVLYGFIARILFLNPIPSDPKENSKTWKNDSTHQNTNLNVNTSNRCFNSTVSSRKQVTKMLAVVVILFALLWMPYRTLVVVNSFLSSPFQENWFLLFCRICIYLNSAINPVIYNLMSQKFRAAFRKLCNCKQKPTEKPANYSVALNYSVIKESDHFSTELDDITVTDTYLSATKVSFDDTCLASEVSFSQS
#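 Enhancer read-out: after compound pinning and an initial kinetic agonist-mode read, an EC20 of TRH (10 nM final) was injected and fluo-8 calcium signal (Ex 480/Em 530) followed at 1 s/cycle for 100 cycles in TRHR-expressing cells.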
# D2 potentiator – HTS Assay for Positive Allosteric Modulators of the Human D2 Dopamine Receptor: Primary Screen for Potentiators | potentiation, % at 10 µM | AID 485347, 2010 | 0.34% of 340,000 active | HEK293 T-REx D2, calcium flux, EC20 dopamine potentiation;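 active = potentiation over 3 SD above the plate norm, cut at about 30% in these data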; note: 0% is about no effect
# Target sequence (P14416 whole entry, looked up): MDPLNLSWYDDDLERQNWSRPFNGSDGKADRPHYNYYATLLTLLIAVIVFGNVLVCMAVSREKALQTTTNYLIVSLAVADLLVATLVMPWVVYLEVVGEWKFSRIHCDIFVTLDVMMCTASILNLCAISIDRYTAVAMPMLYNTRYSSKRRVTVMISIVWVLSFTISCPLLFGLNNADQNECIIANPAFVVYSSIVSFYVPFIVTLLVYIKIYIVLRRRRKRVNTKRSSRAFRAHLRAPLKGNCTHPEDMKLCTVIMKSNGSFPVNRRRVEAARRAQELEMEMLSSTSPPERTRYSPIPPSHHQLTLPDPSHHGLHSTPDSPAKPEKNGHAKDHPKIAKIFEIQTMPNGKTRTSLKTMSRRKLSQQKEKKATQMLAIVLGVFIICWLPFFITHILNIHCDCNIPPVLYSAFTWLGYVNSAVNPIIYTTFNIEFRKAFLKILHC
#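 Calcium flux readout, no-wash dye, 1 read/s. Inducible HEK293 Trex D2 line, overnight 30 C. Compound alone 180 s (agonist flags), then EC20 dopamine, another 180 s to score potentiation.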
# D2 agonist – HTS Assay for Allosteric Agonists of the Human D2 Dopamine Receptor: Primary Screen for Agonists; D(2) dopamine receptor (Homo sapiens), P14416; activation, % at 2 µM; HEK293 T-REx D2 cells, calcium flux agonist mode; 0.53% of 340,000 active;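 active = activation over 3 SD above normal in the single-dose calcium agonist read, cut at about 30% in these data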; note: 0% is about no effect
#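 Tetracycline-induced HEK293 T-REx cells with force-coupled D2 receptor, plated overnight at 30 C, loaded with no-wash calcium dye. After a 10 s baseline, compound was pin-added and calcium flux read kinetically for 180 s; calcium rises flagged agonists.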
# D1 antagonist – Antagonist of Human D 1 Dopamine Receptor: qHTS; 3.2% of 360,000 active; activity change, negative = inhibition, % at 10 µM; HEK293 TREx D1 cells, calcium flux, dopamine EC80; active compounds read low; AID 504652, 2011; in the data active = activity change below about -30%; note: % is set by controls: 0 for no effect and ±100 for the full control effect
#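 Inducible Hek293 Trex D1 cells (tetracycline, overnight, 30 C). Calcium dye 30–90 min RT. Antagonist mode: EC80 dopamine added after 180 s compound read.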
# RXFP1 antag – qHTS Assay for Antagonists of the Relaxin Receptor RXFP1 | HEK293-RXFP1, relaxin-stimulated cAMP HTRF, 30 min; active compounds read low | Relaxin receptor 1 (Homo sapiens), Q9HBX9 | 0.59% of 350,000 active | activity change, negative = inhibition, % at 57.5 µM;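 active = activity change of -60% or lower, but not beyond a set lower limit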; note: % is set by controls: 0 for no effect and ±100 for the full control effect
# D2 antagonist – HTS Assay for Allosteric Antagonists of the Human D2 Dopamine Receptor: Primary Screen for Antagonists; D(2) dopamine receptor (Homo sapiens), P14416; HEK293 TREx D2 cells, calcium flux, dopamine EC80; inhibition, % at 10 µM; 2% of 340,000 active; AID 485344, 2010; in the data active = inhibition above about 30%; note: 0% is about no effect
#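 Calcium flux kinetic readout in an inducible HEK293 TREx D2 line plated overnight at 30 C. After 180 s compound exposure, an EC80 dopamine challenge follows with another 180 s kinetic read to detect antagonism.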
# D1 PAM – Potentiators of Human D1 Dopamine Receptor: qHTS | D(1A) dopamine receptor (Homo sapiens), P21728 | HEK293 TREx D1 cells, calcium flux, dopamine EC20 potentiation | potentiation, % at 10 µM | 0.036% of 360,000 active; in the data active = potentiation above about 30%; note: 0% is about no effect
# D1 ag – Allosteric Agonists of the Human D1 Dopamine Receptor: qHTS | 1% of 360,000 active | D(1A) dopamine receptor (Homo sapiens), P21728 | activation, % at 2 µM | HEK293 T-REx D1 cells, calcium flux, agonist mode; in the data active = activation above about 30%; note: 0% is about no effect
#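 Tetracycline-induced HEK293 TREx D1 cells, force-coupled to calcium signalling, were dye-loaded with a no-wash calcium kit. Compound was pin-added after a 10 s baseline. Fluorescence was read kinetically at 1 cycle/s for 180 s, with calcium rises flagged as agonism.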
# RXFP1 ag – qHTS Assay for Agonists of the Relaxin Receptor RXFP1 | HEK293T-RXFP1 cAMP TR-FRET, 30 min; response scale: percent of porcine relaxin response, buffer zero | AID 2676, 2010 | Relaxin receptor 1 (Homo sapiens), Q9HBX9 | 0.3% of 370,000 active | Potency, µM (top dose mostly 57.5 µM), inactives show top-dose activation, hits mostly activators; active = well fitted activation curve with a large enough effect; note: potency is the fitted concentration of half-maximal effect; % is set by controls: 0 for no effect and ±100 for the full control effect; nearly all actives have a fitted effect of over 60% in size; many of its hits are not listed in these tables
#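 HEK293 cells stably expressing RXFP1, treated 30 min at 37C with compounds plus PDE4 inhibitor Ro 20174; cAMP measured by HTRF TR-FRET. Normalized to buffer and 29 nM porcine relaxin; EC50 by Hill fit.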
# * hit, by the source's call; / = not tested or not shown. An excerpt; count on the stated rates, not on these rows.
structure	TRHR enhancer	D2 potentiator	D2 agonist	D1 antagonist	RXFP1 antag	D2 antagonist	D1 PAM	D1 ag	RXFP1 ag
CCOC(=O)C1CCCN(C(=O)c2ccc(S(=O)(=O)N3CCCC3)cc2)C1 (stereo not drawn)	12	4	-1.1	-3	-3	-11	-1	3	0.0%
CC(C)(C)c1cc(C(=O)NCc2cccnc2)ccn1	8	9	-0.4	36	2	-9	0	24	0.0%
O=C(Cn1cncn1)N/N=C/c1ccc(Cl)cc1	0	2	1.3	-3	15	-7	-2	3	1.7%
COc1ccc(OCCNC(=O)c2ccccc2OCC(=O)Nc2ccc(NC(C)=O)cc2)cc1	9	-2	-1.2	2	-11	-16	4	9	0.2%
CCOC(=O)c1cc2c(n(-c3ccccc3)c1=O)CC(C)(C)CC2=O	-9	-2	0.0	-1	-8	5	1	0	1.1%
CC1CC(OC(=O)CN2CCCCC2)CC(C)(C)C1 (stereo not drawn)	5	3	0.8	-3	/	0	3	2	-0.2%
CC1CCCN(S(=O)(=O)c2ccc(-c3ccc(=O)[nH]n3)o2)C1 (stereo not drawn)	0	-4	0.5	-6	-2	15	3	-1	-0.2%
CCn1c(CNc2ccc(Cl)cc2)nnc1SCC#N	6	7	0.6	1	7	-8	2	1	-0.4%
COc1ccc(CCNC(=O)C(=O)Nc2ccc3c(c2)OCCO3)cc1OC	-14	2	0.6	-2	-1	-3	-5	0	-2.1%
O=C(Cc1ccccc1F)NCC1(N2CCOCC2)CCCCC1	-2	2	1.4	5	0	4	0	2	-0.5%
CCN1C(=O)/C(=C\N2CCCCCC2)SC1=S	-15	-1	0.3	8	11	-15	-4	5	0.1%
COC(=O)c1cc2occc2n1Cc1ccc(Cl)cc1	3	-7	-0.7	0	-11	0	-3	5	-0.9%

structure	TRHR enhancer	D2 potentiator	D2 agonist	D1 antagonist	RXFP1 antag	D2 antagonist	D1 PAM	D1 ag	RXFP1 ag
CCCCOc1ccc(S(=O)(=O)Nc2ccc(-c3ccc(N4CCC(C)CC4)nn3)cc2)cc1	-2	14	0.9	0	-1	/	0	2	0.9%
CC(=O)N1CCc2cc(S(=O)(=O)C(C)CC(=O)Nc3ccc(OC(F)(F)F)cc3)ccc21 (stereo not drawn)	-5	3	0.4	-2	-10	-13	-6	9	-1.7%
CCCc1noc2c1/C(=N\O)CC(c1ccccc1)C2 (stereo not drawn)	25	17	-0.5	-6	-12	-3	6	-1	0.3%
Cc1ccc(C(=O)Nc2ccc3cn[nH]c3c2)cc1S(=O)(=O)N1CCOCC1	4	-1	-0.1	-1	3	0	-5	2	0.1%
Cc1ccc(NC(=O)n2ccc(-c3ccc(-n4ccnc4)cc3)n2)cc1	-5	2	1.1	-7	-12	-7	-4	6	-2.2%
COc1cccc2c(=O)n(CC(=O)Nc3ccc(F)cc3F)ccc12	-4	-6	0.3	-26	/	29	-1	-3	-0.9%
CCOC(=O)CN(C(=O)CNC(=O)c1cccs1)C(C(=O)NC1CCCC1)c1ccncc1 (stereo not drawn)	2	-4	0.7	4	3	-8	-3	1	4.9%
N/C(=N\N=C\c1ccco1)SC1CC(=O)N(c2ccc(C(=O)O)cc2)C1=O (stereo not drawn)	-5	16	-0.1	-6	8	22	-3	-2	0.1%
CC(=O)Nc1ccc(NC(=O)CSc2nnc(CC(C)O)n2-c2ccccc2)cc1 (stereo not drawn)	-8	-1	0.1	5	0	15	7	2	0.1%
CC(C)OCC(O)CCc1n[nH]c(=S)n1-c1ccccc1 (stereo not drawn)	-4	2	-0.1	7	/	5	-4	5	0.0%
COc1ccc(Cn2c(SCc3ccc(C(=O)NCc4ccc(C)cc4)cc3)nc3cccnc32)cc1	5	-8	0.7	-1	-6	/	-6	9	23%
Brc1csc(C=Nc2ccc3c(c2)OCCOCCOCCOCCO3)c1	-7	2	2.9	-9	4	-3	-3	4	-1.2%

structure	TRHR enhancer	D2 potentiator	D2 agonist	D1 antagonist	RXFP1 antag	D2 antagonist	D1 PAM	D1 ag	RXFP1 ag
CC1CC(CC(C)C(=O)Nc2nncs2)C(=O)O1 (stereo not drawn)	-1	3	-0.9	-2	-17	10	-1	2	-1.0%
O=C(CCc1nnc2ccc(NCc3ccccc3Cl)nn12)NC1CCCCC1	3	6	0.3	2	14	-9	4	0	2.9%
O=C(NNC(=O)c1sccc1-n1cccc1)Nc1ccccc1	-10	-4	-1.6	3	1	5	0	3	-0.6%
CCOc1ccc(NC(=O)NC(C)c2c(-n3cccc3)sc(C)c2C)cc1 (stereo not drawn)	-1	-5	0.3	-12	-15	/	-1	2	-3.1%
O=C(Nc1nc2c(ccc3ccccc32)s1)c1cc([N+](=O)[O-])ccc1N1CCOCC1	6	2	-0.6	4	/	11	1	6	-1.4%
S=c1[nH]nc([C@@H]2C[C@H]2c2ccccc2)n1-c1ccccc1	5	6	-1.3	4	-17	5	-1	4	3.8%
Cc1noc(C)c1COC(=O)CCc1nc2ccccc2s1	1	-4	-1.9	-32*	-5	-5	-1	2	-1.5%
COCCNC(=O)COC(=O)/C=C/c1c(C)nn(Cc2ccc(Cl)cc2Cl)c1Cl	5	5	-0.1	-16	-3	-27	-5	19	1.9%
O=C(NCC1CCCN1S(=O)(=O)c1cccs1)c1ccc(F)c(F)c1 (stereo not drawn)	0	-4	0.1	-26	0	-2	1	4	1.0%
CC(=O)N1CCN(S(=O)(=O)c2cccc(C(=O)N(Cc3ccccc3)c3ccc(C)cc3)c2)CC1	11	-2	-0.4	-4	-17	0	-18	9	2.0%
O=C(CSc1nc2[nH]c(=O)cc(O)c2s1)Nc1cc(Cl)cc(Cl)c1	2	/	-3.2	5	-14	-9	-4	0	-1.5%
COc1ccc(C(=O)N(C)Cc2cnn(Cc3ccccc3)c2)cc1S(=O)(=O)N1CCOCC1	3	-7	0.2	-6	-1	14	-4	1	4.2%

# With a hit mark in D1 antagonist, among the entries above:
Molecule | TRHR enhancer | D2 potentiator | D1 antagonist | RXFP1 antag | D2 antagonist | D1 PAM | D1 ag
Cc1noc(C)c1COC(=O)CCc1nc2ccccc2s1 | 1 | -4 | -32* | -5 | -5 | -1 | 2

# The list continues.
structure	TRHR enhancer	D2 potentiator	D2 agonist	D1 antagonist	RXFP1 antag	D2 antagonist	D1 PAM	D1 ag	RXFP1 ag
CCOC(=O)c1ccc(NC(=O)C(CC)Sc2nc3ncccc3[nH]2)cc1 (stereo not drawn)	6	2	-0.1	-2	-9	/	0	16	3.7%
CC(=O)c1ccc(OCC(=O)N2CCCC(Nc3ccc(C)c(C)c3)C2)cc1 (stereo not drawn)	2	/	/	-2	-7	/	-6	2	3.4%
Cc1c(NC(=O)c2noc(C(C)C)c2[N+](=O)[O-])c(=O)n(-c2ccccc2)n1C	17	-2	1.6	-1	/	-20	-2	1	1.5%
O=C(N/N=C\c1ccc(Cl)cc1)c1sccc1-n1cccc1	9	16	0.0	6	-9	4	9	0	0.5%
CC(=O)c1cn(CC(=O)Nc2ccccc2)c2ccccc12	-2	8	-0.3	-28	0	2	4	16	7.2%
CCOc1ccc2oc(C(=O)NCc3nc4ccccc4[nH]3)c(C)c2c1	8	-7	-0.9	19	-16	9	0	6	0.2%
N#CCSc1nnc(-c2cccnc2)n1-c1ccccc1	2	0	0.8	9	-2	2	-3	3	-1.0%
O=C(COC(=O)Cc1ccsc1)Nc1ccccc1Cl	2	-1	-1.2	4	4	10	/	11	3.3%
C/C(CC(=O)NCc1ccco1)=N\NC(=O)COc1ccc(Cl)cc1Cl	5	-5	1.2	-6	-3	-12	1	0	0.6%
COc1cc(/C=N/NC(=O)CCN2CCN(Cc3ccccc3)CC2)cc(OC)c1OC	-3	-10	1.5	-6	16	-16	-4	3	-3.5%
COc1ccc(C2CCCN2C(=S)Nc2ccc(C)cc2Cl)cc1OC (stereo not drawn)	2	26	0.5	-3	-36	-19	-9	5	-3.0%
CCCCC(=O)N/N=C/c1ccc(N2CCOCC2)c([N+](=O)[O-])c1	10	8	1.4	-16	14	59*	-4	0	7.2%

structure	TRHR enhancer	D2 potentiator	D2 agonist	D1 antagonist	RXFP1 antag	D2 antagonist	D1 PAM	D1 ag	RXFP1 ag
CSc1nsc(SCc2ccc(F)cc2)n1	-2	-5	0.5	-5	-12	1	6	4	0.4%
CCN(CC)c1ccc(/C=N/NC(=O)c2ccoc2C)cc1	-2	-3	-0.5	4	-4	6	-1	0	-2.4%
NC(=S)Nc1nccc(-c2cccs2)n1	0	-7	-0.7	2	-24	-11	-2	2	5.1%
CCN(CC)CCCNC(=O)CSc1nc2c(c(C(F)(F)F)n1)CCc1ccccc1-2	1	-6	-0.5	12	-9	6	-3	2	3.0%
CCC(CO)Nc1nc(CN2CCCCC2)nc2scc(-c3ccccc3)c12 (stereo not drawn)	3	2	-0.4	-19	-5	15	-7	5	0.2%
Cc1ccc(Cn2c(CO)cnc2SCc2cccc(F)c2)cc1	0	13	1.1	4	/	/	-2	5	0.5%
CCNC(=O)COC(=O)CCC(=O)c1ccc(F)cc1	0	-8	0.8	1	-7	3	-4	4	4.7%
Nc1ccccc1N=c1ssnc1Cl	4	5	0.2	-12	9	10	-2	3	-1.8%
CC12CCC(C(=O)N3CCCCC3)([C@H](Br)C1=O)C2(C)C (stereo partly drawn)	-1	11	-0.6	3	4	7	0	-1	-0.4%
COCCSc1nnc(NC(=O)CCS(=O)(=O)Cc2ccccc2)s1	10	3	0.5	-5	-3	9	1	1	-1.3%
Cc1nnc2ccc(-c3cccc(NC(=O)Cc4cccs4)c3)nn12	-4	/	/	-11	-1	/	-1	1	6.3%
COc1ccccc1CN(C)C(=O)C1(c2ccc(Cl)cc2)CC1	3	11	-1.2	0	-13	5	-8	2	-1.4%
CCCCOc1ccc(NC(=O)c2cc3c(n(-c4ccc(Cl)cc4)c2=O)CCCC3=O)cc1	10	-4	/	1	-13	/	-3	3	-5.9%

# Pulled one by one from the list above:
structure	TRHR enhancer	D2 potentiator	D2 agonist	D1 antagonist	RXFP1 antag	D2 antagonist	D1 PAM	D1 ag	RXFP1 ag
COc1cccc2c(=O)n(CC(=O)Nc3ccc(F)cc3F)ccc12	-4	-6	0.3	-26	/	29	-1	-3	-0.9%
CCCc1noc2c1/C(=N\O)CC(c1ccccc1)C2 (stereo not drawn)	25	17	-0.5	-6	-12	-3	6	-1	0.3%
